Screens deposited in PubChem BioAssay by National Center for Advancing Translational Sciences (NCATS).
GPT2 inhibitor: GPT2 alanine aminotransferase inhibition; Q8TD30; Recombinant GPT2, coupled pyruvate oxidase/HRP Amplex Red fluorescence; Potency, µM (titrated, usually from 57.7 µM), inactives show top-dose activity change, negative = inhibition, hits mostly inhibitors; 100,000 tested, 0.25% active; AID 1671188; note: potency is the fitted concentration of half-maximal effect; nearly all actives have a fitted effect of over 60% in size; many of its hits are not listed in these tables
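Fluorescence read-out: pyruvate from GPT2 turnover coupled to pyruvate oxidase, HRP and Amplex Red (0.2mM ThPP, 0.2U/mL PO and HRP, 50uM Amplex final). Substrates 250uM a-KG, 2mM L-alanine; enzyme 10ng/uL; 30 min RT.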
IP6K1 inh: IP6K1 kinase inhibition. activity change, % (series mostly up to about 58 µM). IP6K1 kinase, ADP-Glo luminescence, 2 h; active compounds read low. 140,000 tested, 0.81% active. AID 1645851. Q92551; in the data active = activity change below about -25%
Target sequence (Q92551 whole entry, looked up): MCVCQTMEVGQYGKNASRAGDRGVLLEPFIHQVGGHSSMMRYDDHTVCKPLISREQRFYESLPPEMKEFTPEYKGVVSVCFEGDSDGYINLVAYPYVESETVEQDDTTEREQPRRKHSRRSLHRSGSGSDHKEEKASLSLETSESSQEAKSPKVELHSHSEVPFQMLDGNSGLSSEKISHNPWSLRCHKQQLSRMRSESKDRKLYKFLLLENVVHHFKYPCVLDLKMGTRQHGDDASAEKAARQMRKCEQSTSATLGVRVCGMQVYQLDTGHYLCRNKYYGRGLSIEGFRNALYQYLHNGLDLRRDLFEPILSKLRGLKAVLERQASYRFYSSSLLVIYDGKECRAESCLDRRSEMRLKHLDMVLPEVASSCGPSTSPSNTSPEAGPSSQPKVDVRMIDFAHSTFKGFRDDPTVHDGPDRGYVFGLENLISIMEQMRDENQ
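ADP-Glo luminescence measures ADP made by human IP6K1 during a 2 h RT reaction with ATP/IP6 (mix at 1.3 mM/130 uM); top library doses 57.5 and 19.1 uM final.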
Luciferase inh: inhibitors of firefly (Photinus pyralis) luciferase. P08659. purified P. pyralis luciferase, luminescence, biochemical. Potency, µM (titrated, usually from 115 µM), without a hit: at the top dose activity change, negative = inhibition, usual class: inhibitors. 76,000 tested, 2.5% active; note: potency is the fitted concentration of half-maximal effect; nearly all actives have a fitted effect of over 65% in size
Target sequence (P08659 whole entry, looked up): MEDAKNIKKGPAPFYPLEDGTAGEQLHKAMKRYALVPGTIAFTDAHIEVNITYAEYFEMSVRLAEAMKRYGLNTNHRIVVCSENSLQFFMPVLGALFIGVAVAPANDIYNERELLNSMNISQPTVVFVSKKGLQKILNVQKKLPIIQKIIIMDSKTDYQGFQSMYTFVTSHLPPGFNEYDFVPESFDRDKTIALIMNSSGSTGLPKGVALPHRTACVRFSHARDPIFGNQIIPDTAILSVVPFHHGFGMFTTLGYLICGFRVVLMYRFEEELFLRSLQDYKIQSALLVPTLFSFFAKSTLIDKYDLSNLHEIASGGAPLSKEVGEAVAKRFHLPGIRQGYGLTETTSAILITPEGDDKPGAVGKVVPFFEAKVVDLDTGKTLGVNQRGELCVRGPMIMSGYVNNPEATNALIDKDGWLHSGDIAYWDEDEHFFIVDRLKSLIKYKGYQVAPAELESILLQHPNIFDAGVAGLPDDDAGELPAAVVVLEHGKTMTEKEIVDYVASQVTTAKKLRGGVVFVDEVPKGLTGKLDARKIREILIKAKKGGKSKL
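FLuc 10nM, D-luciferin 10uM, ATP 10uM, Mg acetate 10mM, Tris acetate pH 7.5, Tween/BSA; cpd qHTS; enzyme added last; CCD luminescence.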
SNCA viab count: reduces viability of HEK-293 SNCA reporter cells. HEK-293-SNCA-luc viability, GF-AFC fluorescence, 24 h. Potency, µM (titrated, usually from 57.1 µM), for the others: top-dose activity change, negative = cytotoxicity, hits mostly cytotoxic. 150,000 tested, 0.12% active;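 note: potency is the fitted concentration of half-maximal effect; 0% = DMSO-treated cells and -100% = medium-only wells without cells; nearly all actives have a fitted effect of over 30% in size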
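HEK-293-SNCA-luc cells (1500/well) plated 24 h, then exposed 24 h to a dilution series; GF-AFC added 30 min at 37C, fluorescence 405/540 nm; normalised to medium-only and DMSO wells, Hill fit.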
3T3 cytotox: cytotoxic compounds in NIH 3T3 cells | 94,000 tested, 4.3% active | AID 1345082 | Potency, µM (highest dose often 96.7 µM), for inactives: at the top dose activity change, negative = cytotoxicity, hits mostly inhibitors | NIH 3T3 viability, CellTiter-Glo ATP luminescence, 48-72 h; note: potency is the fitted concentration of half-maximal effect; nearly all actives have a fitted effect of over 55% in size
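Mouse fibroblast NIH 3T3 cells, 400 per well, received compound via pintool and were incubated for 48 or 72 hr prior to CellTiter-Glo ATP luminescence measurement.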
HEK cytotox: HEK 293 cell cytotoxicity | HEK 293 viability, ATP luminescence (CellTiter-Glo), 48-72 h | 94,000 tested, 6.6% active | AID 1345083 | Potency, µM (top dose mostly 115 µM), inactives show top-dose activity change, negative = cytotoxicity, most hits filed as inhibitors; note: potency is the fitted concentration of half-maximal effect; nearly all actives have a fitted effect of over 60% in size
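Read-out: CellTiter-Glo ATP luminescence. Cells: HEK 293, 250 cells/well. Exposure: 48 or 72 hr, 37 degree Celsius.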
SNCA expr inhib: inhibitors of alpha-synuclein (SNCA) gene expression | HEK-293 SNCA-luciferase knock-in, luminescence, 24 h | Potency, µM (top dose mostly 57.2 µM), without a hit: at the highest dose activity change, negative = inhibition, actives largely listed as inhibitors | 140,000 tested, 0.17% active | AID 1671194;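 note: potency is the fitted concentration of half-maximal effect; plate controls were DMSO cells for no effect and cell-free wells for full effect; nearly all actives have a fitted effect of over 45% in size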
* = called active by the depositor; i = inactive; ? = inconclusive; . = not tested or not shown; [ ] = dose if it differs, or a comment. Unless noted, calls come from the whole dose curve; as a rule, active = well fitted curve in the direction sought with a large enough effect; inconclusive = small, poorly fitted or top-dose-only effect, or another doubt; inactive = no such curve, though single readings can be large; an effect the other way counts as inactive or inconclusive. Unless noted, % is set by controls: 0 for no effect and ±100 for the full control effect. This is a subset. The share of hits here may be higher or lower than overall.

SMILES	GPT2 inhibitor	IP6K1 inh	Luciferase inh	SNCA viab count	3T3 cytotox	HEK cytotox	SNCA expr inhib
CSc1cccc(NC(=O)N2CCN(S(=O)(=O)c3ccc4c(ccn4C)c3)CC2)c1	.	12	.	7%	.	.	0%
FC(F)(F)c1ccc(CN2CCCC3(CC(c4cccnc4)=NO3)C2)cc1 (stereo not drawn)	i	-4	.	-2%	-17%	?	-18%
O=C1CC2(CCN(C(=O)C3CCCN3C(=O)NC3CCCC3)CC2)Oc2ccccc2N1 (stereo not drawn)	0%	-8	.	0%	-6%	i	-11%
O=C(Nc1cccc(F)c1)C1CCN(C(=O)N2CC3CC(C2)[C@H]2CCCC(=O)N2C3)CC1 (stereo partly drawn)	i	1	6%	-19%	i	-1%	24%
CC(=O)N1CCc2nn(CC(=O)N3CCN(c4ccccc4)CC3)c(=O)cc2C1	i	-6	-17%	3%	?	-24%	4%
CCOc1ccc(C(=O)N2CCN(Cc3cc(=O)n4nc(-c5cccc(OC)c5)sc4n3)CC2)cc1	.	-9	.	-21%	.	.	0%
Cc1ccc2nc(N(CCCN(C)C)C(=O)c3ccco3)sc2c1	.	4	.	8%	.	.	117%[activator]
CC1CCCCC1NC(=O)c1cc(-c2ccccc2C(F)(F)F)nc2c1cnn2C (stereo not drawn)	.	-4	.	.	?	?	.
COc1ccc(OC)c(S(=O)(=O)N[C@H]2CO[C@H]3[C@@H]2OC[C@H]3OC(=O)Nc2cccc3ccccc23)c1	?	-11	-1%	3%	-21%	-13%	-10%
CCOC(=O)C(Cc1cccc(N2CCN(C(=O)OC(C)(C)C)CC2)c1)OC (stereo not drawn)	.	25	.	.	?	?	.

The list goes on, starting with the last 5 of the part before.
SMILES	GPT2 inhibitor	IP6K1 inh	Luciferase inh	SNCA viab count	3T3 cytotox	HEK cytotox	SNCA expr inhib
CCOc1ccc(C(=O)N2CCN(Cc3cc(=O)n4nc(-c5cccc(OC)c5)sc4n3)CC2)cc1	.	-9	.	-21%	.	.	0%
Cc1ccc2nc(N(CCCN(C)C)C(=O)c3ccco3)sc2c1	.	4	.	8%	.	.	117%[activator]
CC1CCCCC1NC(=O)c1cc(-c2ccccc2C(F)(F)F)nc2c1cnn2C (stereo not drawn)	.	-4	.	.	?	?	.
COc1ccc(OC)c(S(=O)(=O)N[C@H]2CO[C@H]3[C@@H]2OC[C@H]3OC(=O)Nc2cccc3ccccc23)c1	?	-11	-1%	3%	-21%	-13%	-10%
CCOC(=O)C(Cc1cccc(N2CCN(C(=O)OC(C)(C)C)CC2)c1)OC (stereo not drawn)	.	25	.	.	?	?	.
Cc1cncn1CCc1nc2c3ccccc3nc(SCC(=O)Nc3ccccc3F)n2n1	.	28	.	?	.	.	2%
COc1ccc(CNC(=O)[C@@H]2CCC[C@@H](NCc3ccc(C(F)(F)F)cc3)CN(C)C(=O)C2)cc1	-2%	-8	2%	-4%	?	?	?
N#Cc1nc(/C=C/c2ccc(F)cc2)oc1N1CCN(c2ccccc2)CC1	.	-13	.	-1%	.	.	10%
CN(C)[C@@H]1CN(Cc2ccc3[nH]ccc3c2)CC[C@@H]1CNC(=O)C1CC1	i	13	1%	9%[12.5 µM]	-13%	-2%	?
COCC1CN(C(=O)CCCc2ccccc2)CC12CCNCC2 (stereo not drawn)	i	13	-4%	-11%	0%	4%	49%[activator]
COCCc1noc([C@@H]2CC(F)(F)CN2C(=O)c2ccccc2F)n1	i	-2	-14%	5%	-15%	-4%	?
CN1CC2(CCN(C(=O)CCc3nc(-c4ccco4)no3)C2)OC1=O (stereo not drawn)	1%	-6	-4%	1%	3%	1%	19%
CN(Cc1cnn(C)c1)C(=O)c1csc2nc(-c3ccc(C(F)(F)F)cc3)cn12	i	-7	4.5µM*	-2%	?	?	27%
Cc1ccccc1C(=O)Nc1sc2c(c1C(=O)N1CCC(C)CC1)CCC(C)C2 (stereo not drawn)	.	-8	.	-15%	.	.	-10%
CCNC(=O)NC[C@@H]1C=C(C)[C@H](CC(=O)NCc2ccc(F)cc2)C[C@H]1C(C)C	-5%[88.5 µM]	6	-2%[172 µM]	-18%[87.6 µM]	?	?	-23%[87.6 µM]
CNC(=O)CCn1ncc2cc(OCc3ccccc3-c3ccc(F)cc3OC)ccc21	-3%[88.5 µM]	-3	?	-19%[87.6 µM]	?	?	-35%[87.6 µM]
CC(C)C[C@@H]1N[C@H](C(=O)N2CCC(NC(=O)c3ccccc3)CC2)Cc2c[nH]c3cccc1c23	-9%	13	-3%	-18%	-22%	-17%	2%
O=[N+]([O-])c1cccc(-c2noc([C@@H]3Cc4nc[nH]c4CN3Cc3cccs3)n2)c1	2%[88.5 µM]	0	-27%[172 µM]	?	79µM*	?	?
Cc1nn(-c2ccccc2)c2c1C(C)N(C1CN(C(=O)c3ccccc3Cl)C1)C2=O (stereo not drawn)	.	13	.	.	?	?	.
Cc1cccc(Nc2nnc(-c3ccc(C)c(S(=O)(=O)N4CCOCC4)c3)c3ccccc23)c1	.	14	.	0%	.	.	4%
Cc1ccccc1C(=O)N1CCN(Cc2ccccc2-c2ccccc2F)CC1	i	-3	.	7%[12.5 µM]	?	?	-11%
O=C1Nc2ccccc2C2(CCN(C(=O)c3ccccc3)C2)O1 (stereo not drawn)	?	-6	-10%[172 µM]	4%[87.6 µM]	?	?	-15%[87.6 µM]
COc1ccc(-c2nc(C)nc3c2CCN(CC2CC2)CC3)cc1	-3%[88.5 µM]	-1	6%[172 µM]	-6%[87.6 µM]	-8%[138 µM]	?	2%[87.6 µM]
CCOC(=O)C1(Cc2ccccc2F)CCCN(C(=O)c2ccc3ncccc3c2)C1 (stereo not drawn)	-8%	-4	-9%	-18%	?	?	-8%
C[C@H](O)c1onc(-c2ccc(F)cc2)c1C(=O)N1CCCCC1	-4%[88.5 µM]	15	14%[172 µM]	5%[87.6 µM]	-10%[174 µM]	-24%[172 µM]	-5%[87.6 µM]
O=C(Cn1nc2c(cc1=O)CCCC2)Nc1ccc(Cn2cncn2)cc1	-15%	-8	-3%	2%	i	-4%	9%
C[C@@H]1CC[C@]2(C(=O)O)CC[C@]3(C)C(=CCC4[C@@]5(C)CC[C@H](O)C(C)(C)C5C(O)C[C@]43C)[C@@H]2[C@]1(C)O (stereo partly drawn)	i	0	.	-5%[23.9 µM]	.	.	.
CCNC(=O)[C@@H]1CCCN1[C@@H](C(=O)NC)c1ccccc1	-13%[88.5 µM]	0	0%[172 µM]	5%[87.6 µM]	i	1%[172 µM]	-8%[87.6 µM]
O=C(c1cc(-c2ccc(Cl)cc2)on1)N(Cc1cccc(F)c1)Cc1ccco1	.	7	.	5%	.	.	-10%
Cc1cn2nc(C(=O)NC3CCCC3)cc2c(N2CCSCC2)n1	i	-2	0%	-3%	?	?	-18%
COc1ccc(Cn2c(=O)c3oc4ccccc4c3n(Cc3cccc(C)c3)c2=O)cc1	.	-6	.	11%	.	.	-12%
COc1ccccc1CCC(=O)N1CC[C@@H]2CN(S(C)(=O)=O)[C@@H]2C1	-1%	29	3%	-1%[12.5 µM]	-1%	-1%	-1%
O=C1CCC2(C(=O)NCc3cc(F)ccc3F)CCCC=C2N1Cc1ccccc1 (stereo not drawn)	i	15	.	0%	-24%	?	4%
COc1ccccc1Nc1c2c(nc3ccc(NC(=O)c4cccc(F)c4)cc13)CCCC2	.	2	.	?	.	.	-90%
Cc1cccc(NC(=O)C2CC(=O)Nc3ncnn32)c1 (stereo not drawn)	i	-10	0%	9%	1%	0%	3%
O=C(CC1NCCNC1=O)Nc1cccc(F)c1 (stereo not drawn)	.	-11	.	5%	.	.	-10%
C=C1C(=O)O[C@@H]2/C=C(\C)C(=O)/C=C/[C@](C)(O)C[C@@H](OC(=O)C(C)C)[C@@H]12	1%[27.3 µM]	-1	.	9.3µM*	.	.	.
COc1ccccc1C(=O)Nc1c(C(=O)Nc2ccccc2F)oc2ccccc12	.	-15	.	-11%	.	.	24%
CC(=O)N1CCN(C(=O)c2nc(-c3ccccc3)cs2)CC(O)C1 (stereo not drawn)	i	3	-11%	5%	-9%	5%	0%
Cc1cccc(NC(=O)c2c(NC(=O)c3ccco3)sc3c2CCC(C)C3)c1 (stereo not drawn)	.	28	.	1%	.	.	11%
CCOc1ccccc1NC(=O)Cn1nc2n(c1=O)CCCCC2	i	31	-10%	0%	i	4%	1%
O=c1c2cc(-c3cccs3)nn2ccn1CC(O)c1ccc(F)cc1 (stereo not drawn)	i	9	7%	8%	-2%	-10%	31%[activator]
CCC1(C(=O)Nc2ccc(C)c(F)c2)CCCCC(=O)N1 (stereo not drawn)	i	5	-1%	2%	-17%	-17%	11%
Cc1ccccc1C(=O)N1CCC(N2CC3CCCN3C2=O)CC1 (stereo not drawn)	3%[88.5 µM]	13	1%[172 µM]	-21%[87.6 µM]	?	-10%[172 µM]	9%[87.6 µM]
CCOc1ccccc1NC(=O)C1CCN(S(=O)(=O)c2ccc(Br)cc2)CC1	.	1	.	-8%	.	.	9%
O=C(c1ccccc1)N1CCCC(c2nn(-c3ccc(F)cc3)c(=O)[nH]2)C1 (stereo not drawn)	-8%	16	-6%	4%	-22%	-24%	-4%
CN(Cc1ccccc1)Cc1cccc(C(F)(F)F)c1	i	17	.	0%[87.6 µM]	-8%[138 µM]	-5%[172 µM]	22%[87.6 µM]
CC1=C[C@@H](CNCCN2CCOCC2)[C@H](C(C)C)C[C@H]1Cc1nnc(-c2ccccc2)o1	-3%	9	-12%	-26%	?	?	-23%
Cc1c(-c2ccccc2)c(=O)oc2c(CN3CCN(C)CC3)c(O)ccc12	.	-2	.	?	.	.	-13%
O=c1cc(-c2cnccn2)oc2c(Nc3ccccn3)nccc12	-15%[88.5 µM]	-10	-22%[172 µM]	-6%[87.6 µM]	?	-22%[172 µM]	39%[activator][87.6 µM]
Cc1ccccc1CNC(=O)CCCn1ncn2c(cc3occc32)c1=O	.	-11	.	0%	.	.	-3%
NS(=O)(=O)c1cc2c(cc1Cl)NC(CSCc1ccccc1)=NS2(=O)=O	i	-11	.	43%[23.9 µM]	.	.	38%[25.6 µM]
O=C(NC1CCCCC1)N1CCC(OCc2noc(C3CCCO3)n2)CC1 (stereo not drawn)	i	11	.	-11%	-21%	-15%	-16%
COCC1CN(C)CC12CCN(Cc1cccc(OC)c1OC)CC2 (stereo not drawn)	i	13	-4%	1%	-16%	-15%	2%
COc1ccc(C(=O)NC2CCN(c3cc(-c4cccs4)[nH]n3)C2)cc1OC (stereo not drawn)	?	6	-9%	6%	-12%	?	-5%
COCCc1noc([C@@H]2CC(F)(F)CN2C(=O)CCn2cccn2)n1	i	7	-3%	-2%	-6%	-8%	11%
